All columns: NCI-60 one-dose screen, growth in % after 48 h at 10 µM unless noted; 100 = growth as untreated, 0 = no growth, -100 = all killed.
OVCAR-3: OVCAR-3 ovarian cancer; 79,000 compounds, 7% hits; AID 1794787
OVCAR-8: OVCAR-8 ovarian cancer. 81,000 compounds, 4.4% hits. AID 1794782
OVCAR-5: OVCAR-5 ovarian cancer. AID 1794783. 82,000 compounds, 2.9% hits
SK-OV-3: SK-OV-3 ovarian cancer cells. AID 1794785. 80,000 compounds, 3.2% hits
A498: A498 renal cancer cells | 76,000 compounds, 5.4% hits
IGROV1: IGROV1 ovarian cancer; 79,000 compounds, 4.7% hits
OVCAR-4: OVCAR-4 ovarian cancer cells; 80,000 compounds, 3.7% hits; AID 1794784
RXF 393: RXF 393 renal cancer cells. AID 1794773. 77,000 compounds, 6.9% hits
ACHN: ACHN renal cancer | AID 1794771 | 81,000 compounds, 4.9% hits
Starred values were filed as active, the others as inactive; · = not tested or not shown; & = joins results of further samples. How the source made its calls: active means growth percent below 10; inactive means the rest. This is a subset; count on the stated rates, not on these rows.

nr	SMILES	OVCAR-3	OVCAR-8	OVCAR-5	SK-OV-3	A498
1	COc1ccc(C(=O)c2sc3nc4c(cc3c2N)N2CCC4CC2)cc1	82	89	106	103	66
2	CN(N=O)C1(C)C2CCC(C2)C1(C)C (stereo not given)	105	106	97	105	83
3	N/C(=N\O)c1cccnc1	110	94	105	90	122
4	O=C(O)CNC(=O)c1c(O)c2ccccc2n(Cc2ccccc2)c1=O	95	100	103	93	87
5	COC(=O)c1cc([N+](=O)[O-])cc([N+](=O)[O-])c1	100	101	108	104	96
6	CC1([N+](=O)[O-])COP(=O)(NCc2cccnc2)OC1 (stereo not given)	111	105	96	101	104
7	Cn1cnc([N+](=O)[O-])c1[Se]c1nc(N)nc2nc[nH]c12	114	69	110	129	95
8	CCN(CCO)C(Cc1ccccc1)c1ccccc1 (stereo not given)	109	109	93	110	96
9	CC12CC(=O)C3(SC#N)C(CCC4=CC(=O)CCC43C)C1CCC2=O (stereo not given)	42	90	103	109	95
10	CC(C(=O)O)N(C)N=O (stereo not given)	119	117	100	100	88
11	C[C@]12CCc3sc(-c4ccccn4)nc3C1=CC[C@@H]1[C@@H]2CC[C@]2(C)C(=O)CC[C@@H]12	107	110	111	113	101
12	Cn1cc(C(=O)C[n+]2ccccc2)c2ccccc21	109	114	105	101	85
13	CCC[CH2][Sn]([CH2]CCC)([CH2]CCC)[O]C(=O)CC	-99*	-70*	-91*	-99*	-96*
14	COc1cc2c(cc1OC)[C@@H]1N(CC2)C(=O)c2ccccc2[C@@]1(C)C(=O)O	122	104	106	113	89
15	CC1=C2C(=C[C@@](C)(C=O)[C@@H]2O)C(=O)[C@](C)(O)C12CC2	-10*	14	6.0*	11	-57*

nr	IGROV1	OVCAR-4	RXF 393	ACHN
1	95	89	88	88
2	107	102	104	103
3	95	110	·	102
4	96	107	113	93
5	101	94	125	106
6	128	116	130	97
7	103	85	105	106
8	97	102	106	108
9	99	74	57	49
10	103	92	·	97
11	109	97	116	102
12	103	90	100	109
13	-80*	-99*	·	-97*
14	106	105	127	110
15	9.2*	19	-77*	-18*

Additional entries:
nr	SMILES	OVCAR-3	OVCAR-8	OVCAR-5	SK-OV-3	A498
16	CO[C@H]1c2c([nH]c3c4c(ccc23)OC(C)(C)C=C4)C(C)(C)[C@H]2C[C@]34CCCN3C(=O)[C@@]21NC4=O	104	112	99	110	108
17	Cc1cc2c(cc1-c1nc(/C=C/C(=O)O)ccc1C)C(C)(C)CCC2(C)C	95	88	108	91	130
18	O=S(=O)(O)C(Br)c1ccccc1 (stereo not given)	110	105	109	105	105
19	CN(C)c1ccc([N+](=O)[O-])c([N+](=O)[O-])c1	125&119	96&104	101&113	112&108	109
20	CC(N)Cc1ccc(O)cc1 (stereo not given)	108	101	104	105	81
21	CCOC(=O)C(Cc1ccc(N(CCCl)CCCl)cc1)NC(=O)C(CC(C)C)NC(C)=O (stereo not given)	-34*	33	37	53	87
22	CCOC(=O)Cc1ccccc1	112	71	104	114	87
23	N=C(N)N=Nc1c(O)[nH]c(=O)[nH]c1=O	110	101	97	102	·
24	COc1cc(/C=C2\C(=O)NC(=O)N(c3ccccc3)C2=O)cc(OC)c1OC	104	101	99	96	111
25	O=[N+]([O-])c1cc([N+](=O)[O-])c(Cl)c(Cl)c1Cl	-99*	-41*	66	101	·
26	O=C(O)Cc1cccc(Cl)c1	111	99	86	108	98
27	CCN1CC2(COC)C(O)CC(OC)C34C5CC6(O)C(O)C5C(O)(C(O)C6OC)C(C(OC)C23)C14 (stereo not given)	116	99	103	112	91
28	OCCCNP(=S)(N1CC1)N1CC1	115	92	112	99	91
29	CC(C)(C)c1ccc(CC#N)cc1	107	105	101	109	108
30	CCOC(=O)CCN(C)C1=Nc2ccc(Cl)cc2C(c2ccccc2)=[N+]([O-])C1	110	101	109	106	72

nr	IGROV1	OVCAR-4	RXF 393	ACHN
16	98	95	89	102
17	92	87	94	73
18	105	110	107	105
19	107&112	101	95&111	106&98
20	111	124	112	108
21	22	-16*	-15*	8.9*
22	113	102	88	110
23	111	110	109	106
24	105	105	108	116
25	22	-31*	-86*	-87*
26	100	113	107	94
27	106	111	107	104
28	94	·	115	93
29	107	115	121	107
30	107	99	105	110

(more compounds)
nr	SMILES	OVCAR-3	OVCAR-8	OVCAR-5	SK-OV-3	A498
31	CCN(CC)CCc1ccc([N+](=O)[O-])cc1	113	97	97	100	45
32	CCN(CC)CCN(C)C(=O)C(O)(c1ccccc1)c1ccccc1	112	103	115	103	111
33	O=S(=O)(CCl)C(Cl)(Cl)Cl	119	104	102	111	116
34	Cc1ccccc1COC12CCCC(C1)C(C)(C)OO2 (stereo not given)	113	101	108	108	88
35	N#CC1(C#N)C(c2ccc(N(CCCl)CCCl)cc2)OC23CCCCC2C1(C#N)C(=N)O3 (stereo not given)	99	81	105	97	57
36	O=C(CBr)C(=O)CBr	109	98	115	103	102
37	CCC1CN1P(=O)(C(C)CC)N1CC1CC (stereo not given)	109	106	99	87	110
38	COc1ccc(S(=O)(=O)F)cc1C(=O)O	108	113	104	87	134
39	CC(C)(C)[C@H](NC(=O)c1cn(CCC2CCCCC2)c2ccccc12)C(N)=O	96	90	104	94	98
40	CC(C)=CC(=O)CC(C)(C)N1CC1	117	101	97	108	74
41	O=C(N/N=C\c1ccc(N(CCCl)CCCl)cc1)c1ccccn1	101	88	105	109	71
42	CC12CCC3C(C=CC4=C(N)C(=O)CCC43C)C1CCC2=O (stereo not given)	65	44	108	120	99
43	COC(=O)C1C2c3ccccc3C(C1C(=O)OC)[n+]1ccccc12 (stereo not given)	103	96	83	109	105
44	CC(Br)C(N)=O (stereo not given)	109	101	100	108	106
45	C=CCC1(CC)C(=O)NC(=S)NC1=O	105	100	101	97	110

nr	IGROV1	OVCAR-4	RXF 393	ACHN
31	113	106	102	103
32	97	105	98	106
33	114	111	105	106
34	114	102	107	111
35	77	92	74	50
36	92	108	113	105
37	113	102	117	103
38	104	105	·	104
39	96	90	118	99
40	125	112	108	112
41	81	106	90	86
42	49	62	95	88
43	82	88	85	103
44	105	99	116	103
45	107	110	110	101

More structures
nr	SMILES	OVCAR-3	OVCAR-8	OVCAR-5	SK-OV-3	A498
46	C=CC[PH+](c1ccccc1)c1ccccc1.C=CC[PH+](c1ccccc1)c1ccccc1.[Cl][Pt][Cl]	-9.3*	20	96	99	99
47	Cc1cccc(OP(=O)(Oc2cccc(C)c2)Oc2cccc(C)c2)c1	107	92	99	90	86
48	NP(N)(=O)NC(=O)c1ccc(F)cc1	108	100	107	106	62
49	c1ccc(N2CCNCC2)cc1	109	100	100	99	102
50	O=C1NC(=O)C(C2CCOC2=O)N1 (stereo not given)	117	101	97	113	84
51	COc1ccc2c(c1)c(-c1nc(-c3cn(C)c4ncccc34)cs1)cn2CCCCN1CCCCC1	-78*	-65*	-69*	39	72
52	CCCCCCCCCCCCCCCCCCn1cc[n+](C)c1	-56*	-37*	-60*	-9.2*	-45*
53	N#CC1=C(N)Oc2c(c(=O)oc3ccccc23)C1c1ccco1 (stereo not given)	116	103	101	107	87
54	CCOC(=O)[C@@H](C)C[C@H](Cc1ccccc1)NC(=O)c1csc([C@@H](C[C@H](C(C)C)N(C)C(=O)[C@H](CC)NC(=O)[C@H]2CCCCN2C)OC(C)=O)n1	-6.1*	5.8*	31	21	-13*
55	CCC(=O)C(CC(C)N1CCCCCC1)(c1ccccc1)c1ccccc1 (stereo not given)	97	97	89	94	85
56	C[C@]12CC[C@H]3[C@@H](CC[C@]45CC(=O)C=C[C@]34C5)[C@@H]1CCC2=O	109	96	113	112	99
57	CNC(=O)O/N=C(/C)c1cccc([N+](=O)[O-])c1	125	91	103	108	44
58	CCN1CCc2ccccc2C1	·	136	155	103	95
59	CNC(=O)Oc1cc(C)c[n+](Cc2ccc(Cl)cc2)c1	110	96	106	100	112
60	O=[N+]([O-])c1ccc([Se]C2CCCCC2Cl)c([N+](=O)[O-])c1 (stereo not given)	88	60	101	106	29

nr	IGROV1	OVCAR-4	RXF 393	ACHN
46	-17*	40	-17*	36
47	76	100	98	94
48	107	104	97	104
49	113	102	110	98
50	119	94	109	101
51	-63*	-6.0*	-80*	-95*
52	-43*	-13*	-62*	-44*
53	105	106	111	98
54	23	37	29	26
55	79	84	129	98
56	119	84	120	105
57	109	99	96	105
58	·	100	·	103
59	116	109	·	111
60	71	79	68	88

Going on with the list:
nr	SMILES	OVCAR-3	OVCAR-8	OVCAR-5	SK-OV-3	A498
61	N#CC1(c2ccccc2)CCN(Cc2ccccc2)CC1	101	104	98	107	65
62	O=P(Oc1ccccc1)(Oc1ccccc1)Oc1ccccc1-c1ccccc1	98	101	92	100	72
63	COc1ccc(/C(C)=C(\c2ccc(OCCN3CCOCC3)cc2)c2ccc(OC(=O)Cc3ccccc3)cc2)cc1	101	100	104	98	108
64	Cc1ccc(N2CCN(C(C)C#N)CC2)cc1 (stereo not given)	108	98	100	105	91
65	COP(=O)(OC)C(O)c1ccccc1 (stereo not given)	101	106	109	115	109
66	CCOC(=O)C1C2c3ccccc3C(c3ccccc32)C1C(=O)OCC (stereo not given)	110&126	109&95	94&92	96&107	87&98
67	O=P(CCl)(N1CC1)N1CC1	110	106	103	120	112
68	O=C(/C=C/c1ccc(Cl)cc1Cl)c1nc2ccccc2n1Cc1ccc(Br)cc1	68	81	98	93	103
69	CCCc1cc(O)c2c3c(c(=O)oc2c1)CN(C)CC3	-3.6*	32	56	27	15
70	CN1CC(C(=O)NC2(C)OC3(O)C4CCCN4C(=O)C(Cc4ccccc4)N3C2=O)C=C2c3cccc4[nH]cc(c34)CC21 (stereo not given)	107	·	156	109	·
71	OC1C=CC2CC1(O)C1CCCCN1O2 (stereo not given)	118	106	110	111	·
72	C=CCC1C(=O)NC(=O)NC1=O	114	·	97	101	·
73	CN1C(=O)C23CC4(C56CC78SSC(CO)(C(=O)N7C5Nc5ccccc56)N(C)C8=O)c5ccccc5NC4N2C(=O)C1(CO)SS3 (stereo not given)	-98*	-95*	-78*	-99*	-99*
74	Cc1c(C(=O)c2ccccc2)c2ccccc2n1C	106	92	93	111	84
75	C#CC1(OC(O)C(Cl)(Cl)Cl)CCCCC1 (stereo not given)	110	106	104	125	100
76	COc1cc(N(CCCl)CCCl)c(OC)cc1/C=N/NC(=O)CC(N)C(=O)O (stereo not given)	113	95	94	102	89

nr	IGROV1	OVCAR-4	RXF 393	ACHN
61	115	113	105	98
62	87	74	97	83
63	113	106	111	101
64	103	104	96	107
65	105	111	102	·
66	82&115	83&102	98&92	91&95
67	112	106	116	102
68	68	74	58	71
69	33	56	11	45
70	85	110	25	103
71	110	107	109	109
72	111	118	110	102
73	-100*	-94*	·	-100*
74	96	99	101	96
75	111	103	116	106
76	98	110	96	99

Exported tab-delimited: part of the list above
nr	canonical_smiles	OVCAR-3	OVCAR-8	OVCAR-5	SK-OV-3	A498	IGROV1	OVCAR-4	RXF 393	ACHN
48	NP(N)(=O)NC(=O)c1ccc(F)cc1	108	100	107	106	62	107	104	97	104
49	c1ccc(N2CCNCC2)cc1	109	100	100	99	102	113	102	110	98
50	O=C1NC(=O)C(C2CCOC2=O)N1 (stereo not given)	117	101	97	113	84	119	94	109	101

Of the compounds above, these have four or more nitrogen atoms.
nr	SMILES	OVCAR-3	OVCAR-8	OVCAR-5	SK-OV-3	A498
7	Cn1cnc([N+](=O)[O-])c1[Se]c1nc(N)nc2nc[nH]c12	114	69	110	129	95
23	N=C(N)N=Nc1c(O)[nH]c(=O)[nH]c1=O	110	101	97	102	·
35	N#CC1(C#N)C(c2ccc(N(CCCl)CCCl)cc2)OC23CCCCC2C1(C#N)C(=N)O3 (stereo not given)	99	81	105	97	57
41	O=C(N/N=C\c1ccc(N(CCCl)CCCl)cc1)c1ccccn1	101	88	105	109	71
51	COc1ccc2c(c1)c(-c1nc(-c3cn(C)c4ncccc34)cs1)cn2CCCCN1CCCCC1	-78*	-65*	-69*	39	72
54	CCOC(=O)[C@@H](C)C[C@H](Cc1ccccc1)NC(=O)c1csc([C@@H](C[C@H](C(C)C)N(C)C(=O)[C@H](CC)NC(=O)[C@H]2CCCCN2C)OC(C)=O)n1	-6.1*	5.8*	31	21	-13*
70	CN1CC(C(=O)NC2(C)OC3(O)C4CCCN4C(=O)C(Cc4ccccc4)N3C2=O)C=C2c3cccc4[nH]cc(c34)CC21 (stereo not given)	107	·	156	109	·
73	CN1C(=O)C23CC4(C56CC78SSC(CO)(C(=O)N7C5Nc5ccccc56)N(C)C8=O)c5ccccc5NC4N2C(=O)C1(CO)SS3 (stereo not given)	-98*	-95*	-78*	-99*	-99*
76	COc1cc(N(CCCl)CCCl)c(OC)cc1/C=N/NC(=O)CC(N)C(=O)O (stereo not given)	113	95	94	102	89

nr	IGROV1	OVCAR-4	RXF 393	ACHN
7	103	85	105	106
23	111	110	109	106
35	77	92	74	50
41	81	106	90	86
51	-63*	-6.0*	-80*	-95*
54	23	37	29	26
70	85	110	25	103
73	-100*	-94*	·	-100*
76	98	110	96	99
